HP1b binding inh: blocks HP1-beta chromodomain binding to methylated histone tails; AID 540317; Potency, µM (doses to about 114 µM), for inactives: at the top dose activity change, negative = inhibition, actives largely listed as inhibitors; P83916; hit rate 0.56% among 390,000; AlphaScreen HP1-beta / biotin-H3K9me3 peptide binding; note: nearly all actives have a fitted effect of over 70% in size; inactives centre near 23
Target sequence (P83916 whole entry, looked up): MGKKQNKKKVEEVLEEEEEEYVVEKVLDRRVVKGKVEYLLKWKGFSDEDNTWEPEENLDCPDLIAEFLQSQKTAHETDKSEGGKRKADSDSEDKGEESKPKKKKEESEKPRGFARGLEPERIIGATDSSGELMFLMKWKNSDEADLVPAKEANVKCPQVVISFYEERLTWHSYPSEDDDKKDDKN
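AlphaScreen: HP1-beta (50 nM) preformed 30 min with biotin-H3(1-18)K9me3 peptide (50 nM) in PBS pH 7.4, 0.01% Tween-20. Compound added for 30 min at RT, then streptavidin donor/nickel chelate acceptor beads (10 ug/mL) for 30 min.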
Pin1 inhibitor: human Pin1 inhibition. hit rate 0.009% among 390,000. Potency, µM (highest dose often 115 µM), for inactives: at the top dose activity, negative = inhibition, most hits filed as inhibitors. Pin1 FP peptide displacement, HiFluor488, 10 min. Q13526. AID 504891; active = well fitted inhibition curve with a large enough effect in the polarisation, with a control signal flat, not every such curve was filed as active; inconclusive = small, poorly fitted or top-dose-only effect, or effect the other way, or a change in a side signal; inactive = no such curve, though single readings can be large or run the other way; the % refers to the polarisation; note: % is set by controls: 0 for no effect and ±100 for the full control effect
Target sequence (Q13526 whole entry, looked up): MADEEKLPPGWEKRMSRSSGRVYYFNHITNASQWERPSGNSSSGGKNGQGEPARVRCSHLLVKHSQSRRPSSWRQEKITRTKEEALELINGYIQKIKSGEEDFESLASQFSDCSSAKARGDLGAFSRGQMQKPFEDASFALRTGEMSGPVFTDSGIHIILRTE
G9a block: G9a (human) methyltransferase inhibition; G9a H3K9 monomethylation, AlphaScreen, 2 h; AID 504332; Q96KQ7; Potency, µM (titrated, usually from 102 µM), inactives show at the highest dose activity, negative = inhibition, usual class: inhibitors; hit rate 8.8% among 350,000; note: % is set by controls: 0 for no effect and ±100 for the full control effect; nearly all actives have a fitted effect of over 75% in size
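AlphaScreen detection with an anti-monomethyl H3K9 antibody quantified product after a 2 h room-temperature reaction containing 500 nM biotinylated H3K9 peptide, 20 µM SAM and 20 nM enzyme, which had been preincubated 15 min with compound.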
PGK inhibitor: blocks T. brucei phosphoglycerate kinase; PGK/GAPDH coupled, Kinase-Glo luminescence, 60 min; P07378; AID 602233; Potency, µM (top dose mostly 57.5 µM), inactives show at the highest dose activity change, negative = inhibition, most hits filed as inhibitors; hit rate 0.043% among 380,000; note: % is set by controls: 0 for no effect and ±100 for the full control effect; nearly all actives have a fitted effect of over 60% in size
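Recombinant glycosomal PGK reaction used 1,3-bisphosphoglycerate generated in-well by GAPDH (100nM final) in 100mM TEA pH 7.6, 5mM MgCl2, 0.01% Tween-20. After 60 minutes at room temperature, ATP was read by Kinase-Glo Plus luminescence end-point.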
BLM helicase inh: blocks DNA unwinding by human BLM helicase. Potency, µM (doses to about 56.1 µM), for the others: top-dose activity change, negative = inhibition, most hits filed as inhibitors. P54132. hit rate 0.2% among 350,000. recombinant BLM DNA unwinding, fluorescence dequenching;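 note: plate controls were vehicle for no effect and no enzyme for full effect; nearly all actives have a fitted effect of over 35% in size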
GLS inh: blocks human kidney-isoform glutaminase activity; GLS enzymatic activity, qHTS titration; Potency, µM (series often up to 45.5 µM), without a hit: at the highest dose activity change, negative = inhibition, hits mostly inhibitors; O94925; AID 624170; hit rate 0.21% among 410,000; note: % is set by controls: 0 for no effect and ±100 for the full control effect
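Human kidney-isoform GLS in 45 mM KH2PO4 pH 8.2, 0.02% Tween-20, with compound, started with 1mM L-Glutamine (added stock). Glutamate oxidase/HRP/Amplex red coupled fluorescence read at start and after 30 min at RT.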
BAZ2B inh: inhibitors of human BAZ2B bromodomain. Q9UIF8. AlphaScreen BAZ2B-H3K14Ac peptide displacement. Potency, µM (top dose mostly 114 µM), for the others: at the highest dose activity change, negative = inhibition, actives largely listed as inhibitors. hit rate 4.4% among 360,000. AID 504333; note: % is set by controls: 0 for no effect and ±100 for the full control effect; nearly all actives have a fitted effect of over 60% in size
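AlphaScreen luminescence quantifies BAZ2B engagement of H3K14Ac peptide; the protein and biotinylated peptide are both at 50 nM final, buffer PBS pH 7.4 with 0.01% Tween-20, all steps at room temperature.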
JMJD2A Tudor inh: JMJD2A Tudor domain (human) inhibition. O75164. AlphaScreen JMJD2A-Tudor / H3K4me3 peptide binding. Potency, µM (highest dose often 114 µM), inactives show top-dose activity change, negative = inhibition, usual class: inhibitors. hit rate 4.4% among 390,000. AID 504339; note: % is set by controls: 0 for no effect and ±100 for the full control effect; nearly all actives have a fitted effect of over 50% in size
Pol iota inh: blocks human DNA polymerase iota activity. Potency, µM (highest dose often 115 µM), without a hit: at the highest dose activity, negative = inhibition, actives largely listed as inhibitors. Pol iota fluorescent replication assay, 10 min. AID 588590. hit rate 1% among 390,000. Q9UNA4
Target sequence (Q9UNA4 whole entry, looked up): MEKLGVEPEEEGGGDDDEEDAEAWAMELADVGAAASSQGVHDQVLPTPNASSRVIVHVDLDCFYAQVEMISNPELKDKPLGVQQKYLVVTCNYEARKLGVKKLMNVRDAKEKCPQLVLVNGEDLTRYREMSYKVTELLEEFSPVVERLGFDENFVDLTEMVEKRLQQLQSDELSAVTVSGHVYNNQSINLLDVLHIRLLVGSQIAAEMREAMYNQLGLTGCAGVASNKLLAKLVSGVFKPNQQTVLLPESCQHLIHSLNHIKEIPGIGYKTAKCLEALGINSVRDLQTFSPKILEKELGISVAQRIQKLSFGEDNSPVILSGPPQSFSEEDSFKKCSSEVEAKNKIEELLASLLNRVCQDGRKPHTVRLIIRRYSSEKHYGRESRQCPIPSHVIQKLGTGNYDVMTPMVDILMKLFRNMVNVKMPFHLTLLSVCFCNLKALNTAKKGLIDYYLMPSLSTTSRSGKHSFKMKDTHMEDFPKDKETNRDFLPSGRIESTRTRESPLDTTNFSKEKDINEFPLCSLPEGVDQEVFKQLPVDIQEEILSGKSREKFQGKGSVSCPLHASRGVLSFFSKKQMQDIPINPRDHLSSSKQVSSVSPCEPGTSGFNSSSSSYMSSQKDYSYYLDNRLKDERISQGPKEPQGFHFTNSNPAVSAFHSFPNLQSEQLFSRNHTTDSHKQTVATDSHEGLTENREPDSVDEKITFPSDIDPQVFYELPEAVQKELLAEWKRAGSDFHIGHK
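Fluorescent replication assay read twice, at 0 min and 10 min after adding 50 nM (final) substrate. Enzyme (10 nM) and compounds were first incubated 15 min at room temperature; enzyme-free buffer wells were negative controls.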
An asterisk follows results filed as active; i = inactive; ? = inconclusive; . = no result given; & = joins results of further samples; [ ] = remark or other dose. Unless noted, calls come from the whole dose curve; as a rule, active = well fitted curve in the direction sought with a large enough effect; inconclusive = small, poorly fitted or top-dose-only effect, or another doubt; inactive = no such curve, though single readings can be large; an effect the other way counts as inactive or inconclusive. Potency is the fitted concentration of half-maximal effect. This is a subset; the hit share may differ from the screen's.

Values run as follows: HP1b binding inh, Pin1 inhibitor, G9a block, PGK inhibitor, BLM helicase inh, GLS inh, BAZ2B inh, JMJD2A Tudor inh, Pol iota inh
- O=[N+]([O-])c1ccc([N+](=O)[O-])c(Nc2ccc(N3CCOCC3)cc2)c1
    ?, -2.3%, -35.0%[12.7 µM], -0.9%, -3.6%, 13.8%, 17.8µM*, 17.8µM*, 6.4%
- Cc1cc(C)cc(NC(=O)C(Sc2nnc(C)c(=O)[nH]2)c2ccccc2)c1 (stereo unspecified)
    21.5%, -2.2%, ., -0.6%, -13.0%, 3.2%, -1.3%, -16.4%, ?
- COc1ccc(-n2cc(-c3ccccc3)c3c(NCCCN4CCOCC4)ncnc32)cc1
    ?, 9.8%, 50.1µM*, -6.5%, -8.0%, -16.3%, ?, ?, 95.1%[activator]
- Cc1cc(C)c(C#N)c(SCC(=O)CC(=O)OC(C)C)n1
    25.4%, 0.3%, ?, -9.6%, -0.6%, 16.8%, 2.2%, 1.2%, -2.2%
- CCOc1ccc(/C=C/C(=O)NCc2ccccc2)cc1
    39.9%[activator], -4.5%, 16.0%[59 µM], -2.1%, 0.6%, -11.5%, 1.0%, 0.7%, 18.8%
- CCCCCN(CCCCC)C(=O)C(CCC(=O)O)NC(=O)c1ccc(Cl)c(Cl)c1 (stereo unspecified)
    16.9%, -1.5%, ?, -7.0%, ?, -0.1%&7.7%, ., 5.0%, 22.2%
- COc1ccc(CNc2cc(C)nc3ccc(OC)cc23)cc1
    2.8%, 8.0%, 35.5µM*, -8.4%, 6.9%, -6.4%, -37.8%, -26.4%, 73.1%[activator]
- CCc1ccc(N(CC)c2ncnc3nc[nH]c23)cc1
    69.0%[activator], 0.9%, 8.4%, -3.6%, 4.9%, -5.7%, ?, -11.3%, 12.9%
- Cc1cccn2c(CN(C)CCC3CCCCO3)c(C(=O)N3CCCCC3)nc12 (stereo unspecified)
    16.8%, 53.7%[activator], -8.0%, i, -3.9%, 16.2%, -31.3%, -13.0%, 85.2%[activator]
- CN(C)c1ccc(S(=O)(=O)NCC(=O)NCC2CCCCC2)cc1[N+](=O)[O-]
    -11.4%, -2.3%, 21.9%, -9.2%, -2.0%, 3.5%, -11.7%, -26.4%, -5.1%
- O=S(=O)(NCCSc1ccc(Cl)cc1)c1ccc2c(c1)OCCO2
    66.0%[activator], -1.6%, 76.7%[activator][59 µM], -1.0%, -16.0%, -8.7%, 14.3%, 7.3%, -1.3%
- CC(OC(=O)c1ccc(-n2cnnn2)cc1)C(=O)Nc1ccccc1[N+](=O)[O-] (stereo unspecified)
    27.3%, ?, -9.5%[12.7 µM], 0.5%, ., -3.9%, -30.5%, -27.4%, 6.8%
- Cc1nn(CCC(=O)NC(C)C)c(=O)c2nn(-c3ccccc3)c(C)c12
    13.7%, 1.8%, -22.5%[59 µM], 1.4%, -0.7%, 1.1%, -8.2%, -0.3%, -19.9%
- CC1CCN(C(=O)Cn2cc([N+](=O)[O-])ccc2=O)c2ccccc2S1 (stereo unspecified)
    9.8%[57 µM], 1.2%, ., 1.7%, ., -9.2%, ., -15.9%, 15.7%
- CCCCN(C)CCNC(=O)c1cn(C)c(=O)c2c1c1ccccc1n2C
    20.8%, -2.6%, 0.8%, -9.8%, 4.8%, -5.7%, -3.7%, -13.4%, -7.0%
- O=S(=O)(c1cccc2nsnc12)N1CCOCC1
    21.8%, -2.9%, 1.2%, 2.4%, 2.6%, 0.3%, -7.9%, 3.2%, -8.4%
- COC(=O)CNC(=O)CSc1ccccn1
    21.1%, -2.0%, -4.8%, -1.2%, 0.5%, -0.7%, 3.9%, -14.4%, 17.6%
- CCOC(=O)/C(C#N)=C/c1c(N2CCCCCC2)nc2ccccn2c1=O
    -5.2%, 6.3%, -12.6%[2.33 µM], ., -4.2%, 0.6%, ?, ?, -10.5%
- COC(=O)c1ccc(COc2ccccc2/C=N/NC(=O)c2cccnc2)cc1
    25.1%, -2.5%, -20.2%, i, -1.8%, -11.9%, -16.0%, -25.5%, 36.9%[activator]
- COc1ccc(Cl)cc1C(=O)OCC(=O)N1CCCC(C)C1 (stereo unspecified)
    20.1%[57 µM], -2.9%, ., 3.9%, ., -6.3%, ., 7.6%, 57.5%[activator]
- Brc1ccc(-c2cnnc(N3CCCC3)n2)cc1
    26.2%, 10.3%, 70.8µM*, -5.0%, 2.5%, -6.2%, 2.5%, -10.7%, -21.4%
- CSc1ccc(CCNC(=O)C2CCN(c3nnc(-n4cccc4)s3)CC2)cc1
    18.9%, 5.2%, ?, 6.9%, -2.8%, 0.0%, -8.7%, -31.2%, ?
- O=C(NCC(=O)N(Cc1ccccc1)C(C(=O)NCC1CCCO1)c1ccccc1)c1ccco1 (stereo unspecified)
    4.0%, 2.1%, -5.2%, -5.2%, -4.8%, -15.8%, -7.1%, -1.8%, 35.1%[activator]
- COc1ccc(OCC(=O)Nc2ccc(-c3nc4cc(Cl)ccc4o3)cc2)cc1
    64.0%[activator], 5.9%, 24.2%[59 µM], i, -2.9%, 1.7%, 26.2%, -27.1%, 11.9%
- COc1ccc(CC(=O)Nc2cc(S(=O)(=O)N3CCOCC3)ccc2N2CCOCC2)cc1
    14.4%, 1.2%, -2.2%, -5.9%, -2.4%, 4.8%, -18.5%, -5.5%, 19.6%
- Cc1nonc1OCCNc1ccc([N+](=O)[O-])cc1[N+](=O)[O-]
    -13.3%, 1.6%, -13.3%[59 µM], -1.3%, -3.8%, 2.4%, -13.9%, ?, 11.8%
- Cc1c(C(=O)NCC2CCCO2)oc2ccccc12 (stereo unspecified)
    62.6%[activator], 5.3%, 6.4%[59 µM], -3.7%, ., -8.4%, -12.3%, 14.1%, -2.5%
- O=C(CSc1nnc2ccccn12)NC(=O)c1ccccc1Cl
    ?, ?, ., -20.2%, ., 4.6%, ., -16.9%, 28.2µM*
- COC(=O)c1sc(C(F)(F)F)c(-c2ccccc2)c1S(=O)(=O)N1CCCC1
    32.3%, 1.3%, 43.5%, i, -10.7%, -7.3%, 2.1%, 12.8%, 144.8%[activator]
- Cc1cc(C)n(C(=O)CNC(=O)c2cccc(Cl)c2)n1
    16.1%, 9.4%, 2.7%, 2.3%, 0.1%, 8.1%, 4.7%, -4.7%, 2.1%
- Cn1nc(C(=O)Nc2cccc(S(=O)(=O)N3CCCC3)c2)c2ccccc2c1=O
    47.7%[activator], 3.7%, ?, 6.5%, ., 0.3%, -7.0%, -15.2%, -5.9%
- Cc1cccc(CN2CCC(CNC(=O)Cn3ncc4c([nH]c5ccccc54)c3=O)CC2)c1
    28.4%, -4.9%, 15.3%, -0.6%, -9.9%, -13.8%, -24.0%, -23.6%, 9.2%
- CC(Oc1ccccc1Cl)C(=O)Nc1ccc(S(=O)(=O)N2CCCC2)cc1 (stereo unspecified)
    47.0%[activator], -0.2%, ?, i, ., 1.0%, -7.7%, -20.9%, -18.4%
- CCOC(=O)c1c(NC(=O)COC(=O)c2ccc(NC(=O)CC#N)cc2)sc(C(=O)NC)c1C
    21.7%, 132.2%[activator], 23.9%[12.7 µM], -8.0%, ., -1.5%, 7.1%, -29.7%, ?
- Cc1oc(-c2ccccc2F)nc1CS(=O)(=O)CC(=O)NC(C)CCc1ccccc1 (stereo unspecified)
    38.0%, ?, ?, -10.9%, -5.3%, -4.9%, -16.0%[57.1 µM], -33.8%, -7.6%
- CCOC(=O)CCSCC(=O)Nc1nnc(C)s1
    34.3%, -2.5%, -8.0%[59 µM], -6.9%, -2.5%, 0.2%, -6.7%, -6.3%, -19.1%
- O=C(CC1CCCCC1)Nc1c2c(nn1-c1ccc(F)cc1)CS(=O)(=O)C2
    12.4%, -0.9%, -38.6%, -10.3%, -1.7%, 0.1%, -2.3%, -9.2%, 27.6%
- CCCCN(C(=O)c1ccc(-c2ccc([N+](=O)[O-])cc2)o1)c1c(N)n(CC(C)C)c(=O)[nH]c1=O
    32.4%, 10.2%, 19.3%[12.7 µM], 5.7%, ., 4.8%, 8.8%, -13.3%, 25.0%
- c1ccc2sc(-c3ccc4c(c3)OCO4)nc2c1
    101.4%[activator], ?, 90.3%[activator], ?, 2.4%, 3.8%, 50.9%[activator], 38.9%[activator][57.1 µM], -7.3%
- CCN(c1ccccc1)S(=O)(=O)c1ccc(Cl)c(C(=O)N(CC2CCCO2)C2CCS(=O)(=O)C2)c1 (stereo unspecified)
    26.0%, 3.3%, -40.1%, -5.5%, 5.6%, 0.8%, 14.7%, -11.4%, 55.1%[activator]
- CCOC(=O)Cn1cnc2c(nnn2-c2ccc(F)cc2)c1=O
    32.3%, -1.4%, ., i, 1.2%, 0.8%, 54.2%[activator], -14.6%, 22.2%
- O=c1oc2ccccc2c(Cl)c1CN1CCCCC1
    33.2%, 3.8%, 50.1µM*, -2.2%, 2.2%, 10.8%, -15.6%, -7.9%, 2.6%
- O=C(COc1ccc(Cl)cc1)Nc1cc(S(=O)(=O)N2CCCCC2)ccc1N1CCCCC1
    47.8%[activator], 15.0%, -10.6%[59 µM], -0.6%, -7.8%, -13.0%, 4.7%, 4.9%, 117.3%[activator]
- O=C(NNc1ccc([N+](=O)[O-])cc1[N+](=O)[O-])C1C2CCCCC21 (stereo unspecified)
    -4.1%, -0.9%, ?, -6.2%, -0.2%, -5.5%, -15.8%, -24.1%, ?
- Cc1csc2nc3ccccc3c(=O)n12
    25.3%, -7.2%, 5.7%[12.7 µM], -5.0%, -2.5%, -4.6%, 5.6%, 6.3%, 37.5%[activator]
- COc1ccc(SCC(Cc2ccccc2)N2CCN(CC(C)C)CCC2=O)cc1 (stereo unspecified)
    181.0%[activator], 4.7%, ., ., 0.7%, ., ., 135.9%[activator], ?
- C=CCNC(=O)C1CC(=O)N(c2ccc(OCC(=O)NCc3ccccc3)cc2)C1 (stereo unspecified)
    10.5%, -2.4%, -2.4%[59 µM], 2.4%, -1.7%, 2.8%, -2.7%, -5.2%, 1.3%
